Compound activity from PubChem BioAssay.
ASM inhibitor – human S-ASM enzyme inhibition; P17405; placental ASM, HMU-PC fluorogenic substrate, 60 min; Potency, µM (titrated, usually from 57.5 µM), for inactives: top-dose activity change, negative = inhibition, most hits filed as inhibitors; 340,000 tested, 0.006% active; active means well fitted inhibition curve with a large enough effect; further: potency means the concentration at half of the fitted maximal effect
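Fluorogenic HMU-PC substrate (9 uM final) is turned over by placental ASM in 60 min at 37 C after a 10 min compound preincubation. Reaction ended by alkaline stop (pH 10), with fluorescence read at 386/447 nm.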
hERG WT inh – inhibitors of human wildtype KCNH2 potassium channel; Q12809; U2OS, BacMam KCNH2, thallium flux FluxOr; active compounds read low; activity change, % at 1.84 µM; 340,000 tested, 0.37% active; AID 720551;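 active means maximum activity change below -70%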; further: on the % scale 0 is the no-effect control and ±100 the full control effect
Target sequence (Q12809 whole entry, looked up): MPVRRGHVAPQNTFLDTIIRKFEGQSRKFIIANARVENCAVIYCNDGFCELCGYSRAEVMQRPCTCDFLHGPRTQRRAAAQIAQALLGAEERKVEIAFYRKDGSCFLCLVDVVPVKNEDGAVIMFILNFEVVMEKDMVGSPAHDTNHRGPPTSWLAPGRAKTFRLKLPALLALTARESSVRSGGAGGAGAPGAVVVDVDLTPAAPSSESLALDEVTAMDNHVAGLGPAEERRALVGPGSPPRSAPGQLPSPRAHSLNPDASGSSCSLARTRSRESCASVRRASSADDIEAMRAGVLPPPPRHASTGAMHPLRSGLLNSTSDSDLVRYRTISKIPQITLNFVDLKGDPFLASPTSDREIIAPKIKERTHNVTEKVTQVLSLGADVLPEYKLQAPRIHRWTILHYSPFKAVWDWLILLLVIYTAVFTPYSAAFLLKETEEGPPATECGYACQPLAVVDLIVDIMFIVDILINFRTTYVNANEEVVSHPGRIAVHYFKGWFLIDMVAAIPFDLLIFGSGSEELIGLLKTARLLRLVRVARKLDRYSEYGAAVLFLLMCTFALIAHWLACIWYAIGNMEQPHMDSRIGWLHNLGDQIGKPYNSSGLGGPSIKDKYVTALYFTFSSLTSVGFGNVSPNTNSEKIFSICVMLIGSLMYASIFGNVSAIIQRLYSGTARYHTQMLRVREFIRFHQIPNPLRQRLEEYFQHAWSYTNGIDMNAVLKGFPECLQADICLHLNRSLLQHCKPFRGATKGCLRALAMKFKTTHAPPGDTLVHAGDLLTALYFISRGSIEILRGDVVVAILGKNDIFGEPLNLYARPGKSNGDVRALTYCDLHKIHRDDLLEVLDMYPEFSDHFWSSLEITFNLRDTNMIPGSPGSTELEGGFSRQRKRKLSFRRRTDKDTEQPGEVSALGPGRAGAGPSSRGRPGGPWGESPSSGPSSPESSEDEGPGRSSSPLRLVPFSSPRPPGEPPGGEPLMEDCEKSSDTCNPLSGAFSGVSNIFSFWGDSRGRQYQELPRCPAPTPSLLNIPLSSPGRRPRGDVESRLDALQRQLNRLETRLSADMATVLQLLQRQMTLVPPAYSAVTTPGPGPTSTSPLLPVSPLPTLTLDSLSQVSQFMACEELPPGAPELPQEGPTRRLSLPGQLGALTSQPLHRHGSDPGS
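U2OS cells were transduced with wild-type KCNH2 virus (2.03 x 10^8 / mL) for 4 h at room temperature, then cultured overnight at 37 C. Thallium flux was read with FluxOr dye. Rate constants were normalized to DMSO controls.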
An asterisk follows results filed as active; [ ] = dose if it differs, or a comment.

Start of the listing, in advance (3 entries):
molecule	hERG WT inh	ASM inhibitor
CCC1(c2ccc(F)cc2)NC(=O)N(CC(=O)Nc2cccc(S(=O)(=O)N3CCCC3)c2)C1=O (stereo not given)	-8	-1%
CC[C@H](C)[C@H]1CNC(=O)C(=O)N1CC1CCN(CCc2ccc(Cl)c(Cl)c2)CC1	9	4%
CNc1ccc(C=C2C=Cc3ccccc32)cc1	5	-27%

This part in full, from the start:
molecule	hERG WT inh	ASM inhibitor
CCC1(c2ccc(F)cc2)NC(=O)N(CC(=O)Nc2cccc(S(=O)(=O)N3CCCC3)c2)C1=O (stereo not given)	-8	-1%
CC[C@H](C)[C@H]1CNC(=O)C(=O)N1CC1CCN(CCc2ccc(Cl)c(Cl)c2)CC1	9	4%
CNc1ccc(C=C2C=Cc3ccccc32)cc1	5	-27%
O=C(COc1ccccc1)c1ccccc1	-1	0%
COc1cccc(NC(=O)CN(C)C(=O)c2cc(-c3ccccc3)nc3ccc(C)cc23)c1	-5	-4%
Cc1nn(-c2ccc(F)cc2)c(Cl)c1/C=C(/CC(=O)O)c1nc2ccccc2s1	2	-9%
O=C(NCc1ccccc1)c1ccccc1	-4	-3%
O=[N+]([O-])c1cccc(N=Nc2ccc(O)cc2O)c1	-4	-10%
CN(C(=O)c1ccc(NC(=O)Cc2ccc(NC(=O)C3CCN(C(=O)CCc4ccccc4)CC3)cc2)cc1)C1CCCC1	19	-2%
OCC1OC(Oc2c(Br)cc(Br)cc2Br)C(O)C(O)C1O (stereo not given)	0	-1%

New compounds follow
molecule	hERG WT inh	ASM inhibitor
O=C(O)c1c2cc(Br)ccc2nc2[nH]c(=O)[nH]c(=O)c12	-2	224%[activator]
CCc1ccc(Nc2ccc3nonc3c2[N+](=O)[O-])cc1	-134*	-8%
CCCCNC(=O)c1onc(CSc2cccc(OC)c2)c1C(=O)NCCCC	-9	33%
O=[N+]([O-])c1cccc(C=NN=Cc2ccccc2O)c1	28	-3%
CC1CN(CCc2ccccc2)C(C)C/C1=N/O (stereo not given)	-3	-1%
CN(C)c1ncnc2c1ncn2CCn1cnc2c(N(C)C)ncnc21	-1	8%
COc1ccc(OC)c(C(=O)Nc2ccc3[nH]ccc3c2)c1	-4	-2%
Cc1onc(-c2ccccc2)c1C(=O)N1CCN(c2ccc([N+](=O)[O-])cc2)CC1	-8	-12%
CCOc1ccc(NC(=O)c2c(N)n(C)c(=O)[nH]c2=O)cc1	0	4%
Cc1ccc(NCCCn2ccc(NC(=O)OCc3ccccc3)nc2=O)cc1C	-15	-3%

Going on with the list:
molecule	hERG WT inh	ASM inhibitor
C(COC1CC2CC1C1C2CC2OC21)OC1CC2CC1C1C2CC2OC21 (stereo not given)	-7	1%
O=C(CCS(=O)(=O)c1ccc(Cl)cc1)N1CCCc2ccccc21	-22	8%
Cc1ccsc1C(=O)NCc1ccc(Cl)cc1	-2	3%
COc1ccc(CCNC(=O)C2COc3ccccc3O2)cc1OC (stereo not given)	-3	1%
Cn1c(N)cc(=O)n(C)c1=S	1	6%
O=C1NC(=S)SC1=Cc1ccc(F)cc1	14	-1%
COCCOC(=O)c1c(C)oc2ccc(O)c(CN3CCC(C)CC3)c12 (tested in a mixture with another compound)	2	3%
Cc1ccc(S(=O)(=O)Nc2ccc3ccccc3c2[N+](=O)[O-])cc1	-1	-12%
CCOc1cc(C)nc(N2CCC(C(=O)NC3CC3)CC2)n1	31	7%
CC1=NC(C)(C)CC2CCC(O)C12 (stereo not given)	-6	1%

Next section
molecule	hERG WT inh	ASM inhibitor
CN(C)c1ccc(S(=O)(=O)N2CCCCC2)cc1NC(=O)CCNC(=O)c1ccccc1Cl	-2	0%
CCC(CC)CN1CCC(CN2C(=S)NC[C@@H]2[C@@H](C)CC)CC1	3	2%
c1cc(-c2n[nH]c(-c3ccncc3)n2)ccn1	-2	1%
CN(CC1COc2ccccc2O1)C(=S)Nc1ccccc1 (stereo not given)	-2	-2%
CC1CCCC(N2CCN(C(=O)c3ccc(F)cc3)CC2)C1 (stereo not given)	-5	5%
C=C1CCN([C@@H](CC(C)C)C(=O)NCc2ccccc2)S(=O)(=O)c2ccccc21	0	6%
COc1cc([N+](=O)[O-])ccc1NC(=O)CN1C(=O)NC2(CCCCC2C)C1=O (stereo not given)	6	-10%
COc1ccc(C(=O)Cn2c(C(C)=O)nc3ccccc32)cc1	-2	205%[activator]
CC(=O)Nc1nnc(CCS(=O)(=O)c2ccc(C)cc2)s1	-3	-4%
CCCC[C@@H]1CN=C(N)N1CC(C)(C)C	-11	2%

(more compounds)
molecule	hERG WT inh	ASM inhibitor
O=C(c1cc(-c2cccnc2)nc2ccccc12)N1CCN(S(=O)(=O)c2ccc(Cl)s2)CC1	4	-1%
COc1cc(CCC(N)c2cccc(O)c2)cc(OC)c1OC (stereo not given)	-4	7%
COc1ccc(-c2nnc3ccc(SCC(=O)N4CCN(c5ccccc5)CC4)nn23)cc1	0	0%
O=C(NNC(=O)c1cccc2ccccc12)c1ccc(F)cc1	1	-2%
CN(C(=O)c1cccc(NC(=O)Cc2cccc(NC(=O)C3CCN(C(=O)C4CCCC4)CC3)c2)c1)C1CCC1	-11	0%
CC1=C(C(=O)OCc2ccccc2)C(c2ccc(Br)cc2)NC(=O)N1CCCCCC(=O)O (stereo not given)	0	-9%
OC(Cc1cccnc1)(c1ccccc1)c1ccccc1	-14	3%
Nc1ccc2c(S(=O)(=O)O)cccc2c1S(=O)(=O)O	3	180%[activator]
O=C1c2ccccc2S(=O)(=O)c2cc(C(=O)N3CCN(c4ccccc4)CC3)ccc21	-16	-6%
Cc1ccc(Cn2c(C(C)Nc3nc(-c4ccc(Cl)c([N+](=O)[O-])c4)cs3)nc3cc(C(F)(F)F)ccc32)cc1 (stereo not given)	-6	-2%

(listing goes on)
molecule	hERG WT inh	ASM inhibitor
O=C1C=C(O)c2c(O)cc(O)c(O)c2C1=O	-2	6%
O=C(NCC1CCCO1)c1nn2c(C(F)(F)F)cc(-c3ccco3)nc2c1Cl (stereo not given)	-3	21%
O=C1/C(=C\c2ccccc2)CN(C(=O)CCN2CCCCC2)C/C1=C/c1ccccc1	-17	-4%
CN(C)c1ccc(C=NNc2nc3c([nH]2)c(=O)n(C)c(=O)n3C)cc1	0	98%[activator]
S=C(CN1CCCC1=S)N1CCOCC1	3	0%
O=C(C1CCN(CCc2ccccc2)CC1)N1CCOCC1	5	-2%
Cc1ccc(CN2CCN(CCCn3cnc4c(OCc5ccccc5)ncnc43)CC2)cc1	-127*	-4%
C=CCOc1cccc(C(=O)N(C)C2CCCN(Cc3ccccc3F)C2)c1 (stereo not given)	0	-10%
O=C(CSc1ccccc1)N1CCN(c2ccc(F)cc2)CC1	0	1%
O=C(NCCNc1ccc([N+](=O)[O-])cc1)c1cc(F)c(F)cc1Cl	2	-13%

Continuation.
molecule	hERG WT inh	ASM inhibitor
Nc1ccc(CCc2ccc(N)cc2)cc1	-3	-1%
COc1cc(C(=O)N2CCN(c3ccccc3)CC2)c2ccccc2n1	2	2%
CC(=O)Nc1ccc(Nc2cc(C)nc3ccccc23)cc1	-14	2%
COC(=O)CCC(C)C1CCC2C3CCC4CC(O)CCC4(C)C3CC(O)C12C (stereo not given)	12	-14%
CC(C)Cn1cnc2c(SCc3ccccc3F)nc(N)nc21	-8	-2%
O=[N+]([O-])c1cccc(-c2nnnn2-c2cccc(F)c2)c1	6	-1%
CSCCC(NC(=O)COc1ccccc1)C(=O)OCc1ccc(Cl)cc1 (stereo not given)	1	-4%
Cn1c(=O)c2[nH]c(CCCCCc3nc4ccccc4[nH]3)nc2n(C)c1=O	9	8%
CC(Oc1ccccc1)C(=O)N1CCC2(CC1)Oc1ccc(F)cc1C(=O)C21CC(c2cccnc2)=NO1 (stereo not given)	13	-2%
O=C1C=C(C2CCCCC2)C(=O)c2ccccc21	1	-5%

Next results:
molecule	hERG WT inh	ASM inhibitor
O=C(CCCOc1ccc(Cl)cc1Cl)NC(Cc1ccccc1)C(=O)O (stereo not given)	-9	10%
COc1ccc(CNC[C@H]2O[C@@H](n3ccc(=O)[nH]c3=O)[C@H](O)[C@@H]2O)cc1OC	11	5%
CC(C)C1Cc2ccccc2-c2[nH]c(=S)[nH]c(=O)c21 (stereo not given)	0	2%
COc1ccc(C=NNC(=S)NN=Cc2ccc(OC)c(OC)c2)cc1OC	-11	13%
NC(=O)Cn1c(S(=O)(=O)Cc2ccccc2)nc2ccccc21	-7	-3%
O=C(O)C[C@H]1c2ccccc2S(=O)(=O)N1C1CCCC1	-3	-1%
Cc1c(Cc2ccccc2)sc(NC(=O)Cc2ccccc2)c1C(N)=O	8	3%
O=C(N/C(=C/c1ccccc1Cl)C(=O)N1CCCCC1)c1ccco1	7	0%
c1ccc(-c2cc(-c3ccccc3)ncn2)cc1	5	-2%
Cc1ccc(C2(C)NC(=O)N(CC(=O)Nc3cc(S(=O)(=O)N4CCOCC4)ccc3OC(C)C)C2=O)cc1 (stereo not given)	8	-2%

Continued:
molecule	hERG WT inh	ASM inhibitor
N#Cc1ccc(S(=O)(=O)N2CCN(C(=O)c3cn(-c4ccccc4)nc3-c3cccnc3)CC2)cc1	2	1%
COc1ccc(CCN2CCC(CN3C(=S)NC[C@@H]3CC(C)C)CC2)cc1OC	-5	1%
C[C@H]1CN[C@@H](CCO)/C1=C\c1ccccc1	-3	4%
CN(CC(=O)Nc1ccc(F)c(F)c1F)C(=O)Cc1ccc(S(=O)(=O)N2CCOCC2)s1	-4	2%
COc1cc(C2c3cc4c(cc3OC(N3CCCCC3)C2C)OCO4)cc(OC)c1O (stereo not given)	17	-1%
CC1=N/C(=C\c2ccccc2Cl)C(=O)O1	-1	3%
CCOC(=O)c1nnsc1C(OC)Oc1ccccc1 (stereo not given)	0	1%
Cc1ccc2nc(NCCCO)[nH]c2c1	-1	2%
CCOC(=O)Cc1csc(NC(=O)c2cnc3scc(C)n3c2=O)n1	7	9%
CCOC(=O)C(Cc1cc(N)c(Oc2ccc(OC)cc2)c(N)c1)NC(C)=O (stereo not given)	-1	1%

Next results
molecule	hERG WT inh	ASM inhibitor
O=C1c2cc([N+](=O)[O-])ccc2-c2cc(Cl)c(NC(=O)C(F)(F)F)cc21	-6	-4%
CC(C)C(=O)N1CCN(c2ccccc2NC(=S)NC(=O)c2ccco2)CC1	-6	-3%
COc1cc(OC)cc(-c2nnc(SCC(=O)N3c4ccccc4Sc4ccccc43)o2)c1	3	3%
CCN(CC(=O)Nc1c(F)cccc1F)C(=O)c1ccc(S(=O)(=O)N(CC)c2ccccc2)cc1	0	-1%
C=CCSc1nc2ccccc2n1S(=O)(=O)c1ccc(Cl)cc1	1	5%
O=C(Cc1cccc(NC(=O)C2CCCN(C(=O)C3CCCCC3)C2)c1)Nc1ccc(C(=O)N2CCCCC2)cc1 (stereo not given)	2	2%
COc1ccc(C(=O)/C=C/NCc2ccc(C)cc2)cc1	4	-2%
CC(C)C[C@@H](CN)NC(=O)c1nc[nH]c1C(=O)N[C@@H](C)C(=O)CNC[C@H](CC(C)C)NC(=O)c1nc[nH]c1C(=O)N[C@@H](Cc1ccccc1)C(=O)O	3	8%
O=C1Nc2ccccc2C1=Nc1ccc2[nH]c3ccccc3c2c1	13	181%[activator]
O=C(NCc1ccco1)C(c1ccco1)N(C(=O)Cn1nnc2ccccc21)c1ccc2c(c1)CCC2 (stereo not given)	-6	-1%

Later entries:
molecule	hERG WT inh	ASM inhibitor
O=C(NCc1ccc2c(c1)OCO2)c1ccccc1Cl	-8	-1%
O=S(=O)(/N=S1\CC=CCN1S(=O)(=O)c1ccccc1)c1ccccc1 (stereo not given)	-5	4%
COc1ccc(/C=C2\C(=O)NC(=O)c3ccccc32)cc1OC	3	150%[activator]
Cn1ncc2c(NCCO)nc(Cl)nc21	24	1%
O=C(Nc1nncs1)C1CCCC1	-1	2%
Cc1cc(-c2ccccc2)cc(C)n1	-2	3%
O=C(CN1CCCCC1)N/N=C/c1cccc(C(F)(F)F)c1	5	-1%
CC(C)CC1C(=O)N(Cc2cn(CC3CCCCC3)nn2)CCS(=O)(=O)N1Cc1ccc(-c2cccc(C#N)c2)cc1 (stereo not given)	-6	-5%
CC(C)(C)S(=O)(=O)N1C[C@@H]2C(=CC[C@H]3C(=O)N(c4ccccc4)C(=O)[C@@H]23)[C@@H]1CCO	-1	4%
COc1ccc(OCc2nnc(SC(C)C(=O)Nc3ccc(N4CCOCC4)cc3)n2C)cc1 (stereo not given)	16	-1%

Following part
molecule	hERG WT inh	ASM inhibitor
O=C(CN(CC(=O)N1CCOCC1)S(=O)(=O)c1ccc(Br)s1)N1CCOCC1	20	5%
CC(C)(C)OC(=O)N1CCCC(C(=O)Nc2cccc(C(=O)NCc3ccccc3)c2)C1 (stereo not given)	4	0%
ON=C1c2ccccc2-c2cc(Br)ccc21	-9	-15%
CCN(c1ccccc1)c1nc(Cl)nc2c1cnn2C	13	7%
COc1ccc(CCN(C)C(=O)c2cccc(S(=O)(=O)N3CCN(c4ccc(F)cc4)CC3)c2)cc1OC	17	-1%

Ordered by the number under ASM inhibitor (largest number first): 6 of the compounds above.
Compound	ASM inhibitor
CC1CCCC(N2CCN(C(=O)c3ccc(F)cc3)CC2)C1 (stereo not given)	5%
Cc1cc(-c2ccccc2)cc(C)n1	3%
O=C(Nc1nncs1)C1CCCC1	2%
CC1=NC(C)(C)CC2CCC(O)C12 (stereo not given)	1%
Cc1ccc(C2(C)NC(=O)N(CC(=O)Nc3cc(S(=O)(=O)N4CCOCC4)ccc3OC(C)C)C2=O)cc1 (stereo not given)	-2%
Cc1nn(-c2ccc(F)cc2)c(Cl)c1/C=C(/CC(=O)O)c1nc2ccccc2s1	-9%

A portion of the library. The share of hits here may be higher or lower than overall.
